CCT chaperon mod = changes cytosolic chaperonin activity | purified chaperonin ATPase assay, HTRF ADP detection, 30 min | activity change, % (no concentration beside the values), hits read low | 360,000 tested, 0.3% active | AID 651819; in the data active means activity change below about -30%; further: on the % scale 0 is the no-effect control and ±100 the full control effect
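Nucleotide hydrolysis assay: TRiC at 20–40 nM final (set by batch activity) with 10 uM ATP, 30 min at 37 °C, in presence of 76 uM compound. Detection by competitive ADP HTRF, 30 min ambient.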
DRD3 agonist = activates the human D3 dopamine receptor. P35462. D3R DiscoveRx beta-arrestin cells, luminescence, 90 min. max activation, %. 410,000 tested, 0.58% active. AID 652048; in the data active means max activation above about 30%; further: 0% is about no effect; mostly tested at two doses, the higher about 12 µM
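Agonist-mode cell screen: cells plated at 1500/well and incubated overnight at 37 °C, then exposed to library compounds for 90 min at 37 °C. Detection reagent was added for 30–60 min at room temperature, and luminescence was read.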
pAkt inh = Akt phosphorylation inhibition; Neuro2A IGF-stimulated pAkt S473 HTRF, 20 min; active compounds read low; 360,000 tested, 0.32% active; activity change, % for hits at 50 µM; in the data active means activity change below about -80%; inconclusive means mostly about -51% to -80%; further: on the % scale 0 is the no-effect control and ±100 the full control effect
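Neuro2A cells in DMEM with 0.5% FBS, overnight at 37 deg C, given compound at single 50 µM final, then IGF (6 nM final) for 20 min at 37 deg C. Lysed; phospho-Akt Ser473 by HTRF after 24 h, 665/615 ratio.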
PTHR1 agonist = agonists of human PTHR1 parathyroid hormone receptor | HEK293 GP2 PTHR1 cells, GloSensor cAMP luminescence, 1 h | Potency, µM (series often up to 115 µM), without a hit: at the highest dose activation, usual class: activators | 410,000 tested, 0.075% active; further: potency means the concentration at half of the fitted maximal effect; nearly all actives have a fitted effect of over 55% in size; some results filed as inactive show a strong effect at the top dose; inactives centre near -15; many of its hits are not listed in these tables
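HEK-293-derived GP2 cells expressing PTHR1 and a GloSensor cAMP reporter, 3,000/well, plated overnight, given luciferin plus IBMX (each 0.5 mM as added) for 1 h at 37 °C, then compound for 1 h at 37 °C. Luminescence was read after 15 min at room temperature.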
D3 antag = blocks the human D3 dopamine receptor; P35462; max response, negative = inhibition, %; D3R cells, DiscoveRx beta-arrestin luminescence, antagonist mode; active compounds read low; 360,000 tested, 2.5% active; AID 652054; in the data active means max response below about -50%; inconclusive means no clear call, values can overlap the other calls; further: on the % scale 0 is the no-effect control and ±100 the full control effect; mostly tested at two doses, the higher about 12 µM
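Cells expressing the human receptor were seeded at 1500 cells/well, incubated overnight at 37 degrees C in 5% CO2, then exposed to library compounds with dopamine controls for 90 minutes at 37 degrees C before luminescent detection.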
Mm-Cpn inhibitor = inhibitors of Methanococcus maripaludis chaperonin (MmCpn); 330,000 tested, 0.031% active; purified Mm-Cpn ATPase, ADP Transcreener TR-FRET; AID 504842; Potency, µM (titrated, usually from 76.9 µM), inactives show top-dose activity, negative = inhibition, usual class: inhibitors; further: potency means the concentration at half of the fitted maximal effect; on the % scale 0 is the no-effect control and ±100 the full control effect; nearly all actives have a fitted effect of over 80% in size
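ATP (10 uM final) was added to archaeal chaperonin (25 nM final) after 10 min exposure to test compound at 37°C; after 30 min further incubation, ADP was detected by competitive TR-FRET.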
EPAC2 agonist = EPAC2 (human) agonism. 360,000 tested, 0.079% active. Q8WZA2. Potency, µM (top dose mostly 154 µM), for the others: at the highest dose activation, actives largely listed as activators. EPAC2 activation, biochemical qHTS; response scale: 100% = 6.5 mM cAMP response; further: potency means the concentration at half of the fitted maximal effect; nearly all actives have a fitted effect of over 50% in size
Target sequence (Q8WZA2 whole entry, looked up): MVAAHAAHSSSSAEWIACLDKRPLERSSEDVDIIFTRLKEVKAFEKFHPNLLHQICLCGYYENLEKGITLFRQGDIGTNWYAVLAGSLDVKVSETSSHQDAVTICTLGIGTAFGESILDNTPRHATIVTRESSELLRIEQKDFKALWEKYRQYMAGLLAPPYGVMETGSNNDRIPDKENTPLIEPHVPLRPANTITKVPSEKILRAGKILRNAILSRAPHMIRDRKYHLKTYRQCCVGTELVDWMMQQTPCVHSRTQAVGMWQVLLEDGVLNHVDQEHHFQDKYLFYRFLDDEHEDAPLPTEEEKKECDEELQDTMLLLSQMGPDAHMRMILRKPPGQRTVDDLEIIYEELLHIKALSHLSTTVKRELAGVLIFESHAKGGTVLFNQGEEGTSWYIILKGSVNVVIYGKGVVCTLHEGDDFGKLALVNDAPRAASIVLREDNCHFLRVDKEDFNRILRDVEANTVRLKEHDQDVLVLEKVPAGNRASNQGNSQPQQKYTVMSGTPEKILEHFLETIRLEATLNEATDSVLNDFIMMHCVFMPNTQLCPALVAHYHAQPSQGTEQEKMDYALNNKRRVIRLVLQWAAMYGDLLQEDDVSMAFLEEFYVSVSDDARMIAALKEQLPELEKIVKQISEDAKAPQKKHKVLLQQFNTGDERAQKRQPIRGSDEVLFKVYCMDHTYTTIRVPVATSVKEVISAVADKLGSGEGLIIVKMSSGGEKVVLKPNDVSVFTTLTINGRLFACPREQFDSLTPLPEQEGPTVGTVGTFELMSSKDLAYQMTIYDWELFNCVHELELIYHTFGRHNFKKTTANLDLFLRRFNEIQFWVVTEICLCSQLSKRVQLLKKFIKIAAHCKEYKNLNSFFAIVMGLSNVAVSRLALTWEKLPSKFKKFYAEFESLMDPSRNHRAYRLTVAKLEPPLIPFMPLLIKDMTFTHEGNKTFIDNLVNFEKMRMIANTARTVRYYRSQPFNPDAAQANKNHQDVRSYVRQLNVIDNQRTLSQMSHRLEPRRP
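Exchange assay: 100 nM EPAC2 with 250 nM Rap1B-BODIPY-GDP and 50 uM GDP. Fluorescence (ex 480/em 540 nm) read every 5 min for 30 min at room temperature. Data normalized to 6.5 mM cAMP as agonist control.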
EPAC2 antag = blocks human EPAC2 exchange factor; Q8WZA2; EPAC2 GEF exchange of Rap1B-BODIPY-GDP, fluorescence; Potency, µM (top dose mostly 114 µM), for the others: top-dose activity, negative = inhibition, hits mostly inhibitors; 360,000 tested, 0.18% active; AID 720708; further: potency means the concentration at half of the fitted maximal effect; on the % scale 0 is the no-effect control and ±100 the full control effect; nearly all actives have a fitted effect of over 45% in size; many of its hits are not listed in these tables
* = called active by the depositor; i = inactive; ? = inconclusive; / = not tested or not shown; [ ] = dose if it differs, or a comment. Unless noted, the call rests on the fitted dose curve; in most records, active means well fitted curve in the direction sought with a large enough effect; inconclusive means small, poorly fitted or top-dose-only effect, or another doubt; inactive means no such curve, though single readings can be large; an effect the other way counts as inactive or inconclusive. These rows are one share of the data, so the mix of outcomes need not match the whole.

Key to letters: A = CCT chaperon mod; B = DRD3 agonist; C = pAkt inh; D = PTHR1 agonist; E = D3 antag; F = Mm-Cpn inhibitor; G = EPAC2 agonist; H = EPAC2 antag
OC(c1cccc(Cl)c1)c1nc(-c2ccc3c(c2)OCO3)cs1 (stereo not drawn)
  A: -3.9; B: -4.9; C: i; D: -38.2%; E: 0.0; F: /; G: 17.1%; H: 4.7%
CCCCCC(=O)N1CC2(CC(c3cccc(NC(=O)COc4ccc(Cl)cc4)c3)=NO2)C[C@@H]1C(N)=O (stereo partly drawn)
  A: 0.0; B: 29.7; C: i; D: -90.9%[inhibitor]; E: 2.6; F: 0.2%; G: 6.5%; H: 2.3%
CC(=O)Nc1ccc(NC(=O)Nc2cccc(C)c2C)cc1
  A: -1.4; B: 3.7; C: i; D: -10.4%; E: 6.9; F: 1.7%; G: 5.7%; H: 0.4%
O=C(OCN1C(=O)c2ccccc2C1=O)c1cccs1
  A: -2.9; B: -17.2; C: i; D: -16.3%[57.5 µM]; E: -9.4; F: 0.0%; G: 14.9%; H: -0.4%[57.1 µM]
CCOc1ccc(NC(=O)CN(C)C(=O)c2ccc(NC3CC3)c([N+](=O)[O-])c2)cc1OCC
  A: 0.5; B: -1.3; C: i; D: i; E: -8.8; F: 0.9%; G: 1.9%; H: -14.4%
COCCNC(=O)C1(C)CCCN(Cc2ccccc2N(C)C)C1 (stereo not drawn)
  A: 0.3; B: 4.9; C: i; D: -14.6%; E: 0.0; F: /; G: 4.1%; H: 0.9%
Cc1ccn2c(NC3CCCC3)c(-c3ccncc3)nc2c1
  A: -1.8; B: -1.2; C: i; D: i; E: 3.7; F: 0.2%; G: 8.9%; H: -10.5%
COc1ccc(NC2=NCCC(=O)N2Cc2cccs2)cc1
  A: -0.3; B: 0.2; C: -111.3%*; D: -18.0%[57.5 µM]; E: -13.0; F: -0.2%; G: 6.3%; H: -3.9%
Cc1cc(N2CCN(C)CC2)nc2ccc(NC(=S)N3CCN(c4ccccn4)CC3)cc12
  A: -2.2; B: -17.3; C: i; D: i; E: -4.8; F: -2.3%; G: 3.6%; H: -6.8%
CCOC(=O)N1CCN(c2nc(-c3ccc(F)cc3)cs2)CC1
  A: -0.7; B: 5.6; C: i; D: -10.4%[57.5 µM]; E: 50.8; F: -0.1%; G: 6.4%; H: -11.1%
O=C(N/N=C/c1ccncc1)C1CC1(c1ccccc1)c1ccccc1 (stereo not drawn)
  A: 0.9; B: 19.7; C: i; D: -33.1%[inhibitor]; E: 16.3; F: -1.5%; G: 6.7%; H: 14.2%
O=C(NCC12CC3CC(CC(C3)C1)C2)c1nn2c(c1Cl)NC(c1ccco1)CC2C(F)(F)F (stereo not drawn)
  A: -2.1; B: 0.5; C: i; D: i; E: 7.1; F: 0.0%; G: -5.4%; H: -4.2%
CCC(=O)Nc1cc2c(cc1C(=O)c1ccccc1)OCCO2
  A: 1.0; B: -7.0; C: i; D: i; E: -2.6; F: 1.1%; G: 7.1%; H: -2.1%
CC1Cn2c(nnc2-c2ccccc2O)S1 (stereo not drawn)
  A: -2.0; B: 1.6; C: i; D: -4.2%; E: -10.4; F: 0.2%; G: 4.5%; H: 2.3%
O=C(COC(=O)c1ccc(S(=O)(=O)N2CCCC2)cc1)NCc1ccco1
  A: -1.8; B: 6.5; C: i; D: i; E: -1.2; F: 1.0%; G: -2.8%; H: 6.7%
COc1ccc(N(C(=O)CCl)C(C)(C(=O)Nc2c(C)cccc2C)c2ccccn2)cc1 (stereo not drawn)
  A: 0.6; B: 6.0; C: i; D: i; E: 8.2; F: 0.8%; G: 1.8%; H: 8.2%
O=C(Cc1ccc(S(=O)(=O)N2CCCC2)s1)N1CCOCC1
  A: -2.3; B: -10.3; C: i; D: i; E: -16.7; F: -4.9%; G: 7.6%; H: 0.8%
CC(=O)c1cc(C(=O)NC2CCCc3c2cnn3-c2cc(C)cc(C)c2)[nH]n1 (stereo not drawn)
  A: -3.3; B: 0.0; C: i; D: i; E: -7.4; F: 0.8%; G: 2.2%; H: 4.1%
O=C(CCN1CCN(c2ccccc2)CC1)N/N=C/c1ccccc1O
  A: -2.3; B: -33.1; C: i; D: -16.7%; E: -67.2*; F: 0.3%; G: 1.0%; H: 4.1%
Cc1cccc(C)c1NC(=O)[C@@]1(CC(=O)O)CC(/C=C/c2ccccc2)=NO1
  A: -0.7; B: 2.8; C: i; D: i; E: 54.3; F: -0.4%; G: -2.4%; H: 6.6%
CC1Cc2cc(S(=O)(=O)N3CCN(C)CC3)ccc2N1C(=O)C1CC1 (stereo not drawn)
  A: -0.5; B: -2.2; C: i; D: i; E: -4.2; F: 0.9%; G: 6.1%; H: 0.5%
Cc1ccc(-c2cnn(-c3ccccc3)c2N)cc1
  A: 0.4; B: -7.9; C: i; D: -8.5%; E: 7.6; F: 1.4%; G: -2.6%; H: ?
Cc1cc2oc(=O)cc(CN(C)Cc3ccccc3F)c2cc1Cl
  A: 0.1; B: 4.8; C: i; D: -19.2%; E: 1.5; F: 2.5%; G: 10.7%; H: -27.1%
CCCOc1ccc(-c2cnc(SCC(N)=O)nc2N)cc1
  A: -2.7; B: 6.4; C: i; D: -11.7%; E: -14.8; F: -2.5%; G: 0.1%; H: -11.1%
CN(C)c1nc(=Nc2cccc(Cl)c2)ss1
  A: 0.4; B: 3.2; C: i; D: -38.3%[inhibitor]; E: 18.5; F: -9.3%; G: -1.4%; H: 6.1%
CCOC(=O)Cc1nnc(NC(=O)C(CC)Sc2nc(C)cc(=O)[nH]2)s1 (stereo not drawn)
  A: -1.7; B: 2.9; C: i; D: -19.7%; E: 6.4; F: 1.0%; G: -3.5%; H: 9.3%
O=C(O/N=C1\C(=O)N(c2ccccc2)c2ccccc21)C1CC1
  A: -0.5; B: 4.2; C: i; D: i; E: 14.7; F: 0.0%; G: -0.4%; H: -9.1%
Cc1ccc(NC(=O)CSc2nc(=O)n(CCCN3CCOCC3)c3c2CCCC3)c(C)c1
  A: 3.5; B: 0.1; C: i; D: -19.4%; E: 54.7; F: -0.5%; G: -9.1%; H: -2.2%
CCOC(=O)CCc1c(C)c(C#N)c2nc3ccccc3n2c1-n1cnc2ccccc21
  A: -2.2; B: -4.4; C: i; D: i; E: -8.5; F: 0.5%; G: -9.7%; H: -2.5%
CCC1CCC2(CC1)NC(=O)N(CC(=O)Nc1cc(C)on1)C2=O (stereo not drawn)
  A: 0.6; B: 7.9; C: i; D: i; E: 2.8; F: 0.7%; G: ?; H: -2.2%

Rewritten field by field: entries from further up
> CCOC(=O)CCc1c(C)c(C#N)c2nc3ccccc3n2c1-n1cnc2ccccc21
  CCT chaperon mod: -2.2; DRD3 agonist: -4.4; pAkt inh: i; PTHR1 agonist: i; D3 antag: -8.5; Mm-Cpn inhibitor: 0.5%; EPAC2 agonist: -9.7%; EPAC2 antag: -2.5%

> CCC1CCC2(CC1)NC(=O)N(CC(=O)Nc1cc(C)on1)C2=O (stereo not drawn)
  CCT chaperon mod: 0.6; DRD3 agonist: 7.9; pAkt inh: i; PTHR1 agonist: i; D3 antag: 2.8; Mm-Cpn inhibitor: 0.7%; EPAC2 agonist: ?; EPAC2 antag: -2.2%

Remaining list, next part.
Key to letters: A = CCT chaperon mod; B = DRD3 agonist; C = pAkt inh; D = PTHR1 agonist; E = D3 antag; F = Mm-Cpn inhibitor; G = EPAC2 agonist; H = EPAC2 antag
CCCCCn1c(CN2CCCCC2CC)nc2c1c(=O)n(C)c(=O)n2C (stereo not drawn)
  A: -4.2; B: 0.0; C: i; D: -21.6%; E: 1.6; F: -0.1%; G: -2.5%; H: -10.9%
CCOC(=O)C1=CSC2=NS(=O)(=O)CCN12
  A: -3.5; B: 3.6; C: i; D: -2.2%[57.5 µM]; E: 6.3; F: 0.6%; G: 6.6%; H: 0.4%
N#Cc1c(-c2cccc(F)c2)cc(-c2ccccc2)nc1Br
  A: -2.5; B: -2.5; C: -93.5%*; D: -5.3%; E: -1.2; F: -16.5%; G: 1.2%; H: 2.0%
CCCCN(CC)C(=O)c1cc2cc3ccc(Cl)cc3nc2o1
  A: -0.5; B: -0.3; C: i; D: -67.4%[inhibitor]; E: 3.2; F: 2.7%; G: 11.3%; H: -20.3%
Cc1c(C(=O)N2CCCCCC2)c(S(=O)(=O)Nc2cccc(F)c2)c(C)n1C
  A: -1.9; B: 0.5; C: i; D: -21.3%; E: 2.4; F: 0.3%; G: 1.2%; H: -0.5%
O=C(CNC(=O)c1ccc2c(c1)OCO2)N/N=C(Br)/C=C/c1ccccc1
  A: 0.5; B: -33.1; C: i; D: -13.2%; E: ?; F: -0.8%; G: 7.6%; H: 1.1%
CCCCC(OC(=O)c1cc2occc2n1C)C(=O)NCC1CCCO1 (stereo not drawn)
  A: 0.4; B: 13.9; C: i; D: -3.8%[57.5 µM]; E: -11.0; F: -8.4%; G: 3.4%; H: 5.9%
COc1ccc2c(c1)CC/C2=N\OC(=O)c1ccccc1OC
  A: -1.2; B: 2.2; C: i; D: -24.1%; E: -3.0; F: -3.3%; G: -14.0%; H: 2.8%[57.1 µM]
CCC(c1nnnn1-c1c(C)cccc1C)N1CCN(CC)CC1 (stereo not drawn)
  A: -1.5; B: 1.6; C: i; D: -21.5%; E: 13.8; F: /; G: 5.4%; H: 5.4%
CCn1nc([N+](=O)[O-])c(C(C#N)c2nc3cc(C(F)(F)F)ccc3s2)c(Cl)c1=O (stereo not drawn)
  A: -1.0; B: -18.9; C: i; D: -16.9%[57.5 µM]; E: -20.6; F: -0.5%; G: -12.9%; H: -29.4%
CN(C)c1ccc(NC(=O)c2ccc(Cn3cc([N+](=O)[O-])cn3)cc2)cc1
  A: -1.4; B: -7.3; C: i; D: -20.9%; E: -2.0; F: -0.8%; G: 3.8%; H: 9.9%
CC(=O)c1cccc(NC(=O)c2cccc(N3C(=O)c4ccccc4C3=O)c2)c1
  A: -0.2; B: 3.7; C: i; D: -31.1%; E: 15.4; F: 1.1%; G: 9.6%; H: 6.6%
CN(C(=O)C1CCC(=O)N(CCc2ccc(Cl)cc2)C1)C1CCOCC1 (stereo not drawn)
  A: -1.0; B: -1.2; C: i; D: -0.8%; E: -2.0; F: -1.4%; G: -10.2%; H: 6.0%
C=CCNC(=O)c1onc(CSc2ccccc2F)c1C(=O)O
  A: 0.2; B: 8.9; C: i; D: -14.3%; E: 3.4; F: -0.1%; G: -0.2%; H: 0.7%
Cn1cccc1CC(=O)N/N=C\c1cccs1
  A: -0.6; B: 0.2; C: i; D: -0.3%; E: -6.7; F: 2.1%; G: 4.9%; H: -4.6%
